BioA inh: blocks M. tuberculosis BioA enzyme activity | purified M. tuberculosis BioA enzyme, plate reader | inhibition, % at 9.99 µM | 360,000 tested, 0.096% active; in the data active = inhibition above about 40%; inconclusive = no clear call, values can overlap the other calls
GDH-TPI inh: counter-screen for M. tuberculosis FBA inhibitors: GDH-TPI coupled enzymes. GDH-TPI coupled enzyme counterscreen, NADH absorbance. inhibition, % at 4.8 µM. 360,000 tested, 1.2% active. AID 588335; in the data active = inhibition above about 30%;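 also: 0% = DMSO wells and 100% = wells lacking the enzyme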
FadD28 binding: inhibitors of Mycobacterium tuberculosis FadD28 bisubstrate binding. 360,000 tested, 0.22% active. FadD28 bisubstrate probe binding, fluorescence polarization. inhibition, % at 12.5 µM; in the data active = inhibition above about 8.5%, passing the limit was not always enough; inconclusive = no clear call, values can overlap the other calls
Mtb FBA inh: Mtb fructose-bisphosphate aldolase inhibition; inhibition, % at 1 µM; purified M. tuberculosis FBA, fluorescence read-out; AID 588726; 360,000 tested, 2.3% active; P9WQA3; in the data active = inhibition above about 27%;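 also: 0% = vehicle and 100% = reference inhibitor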
UGM FP inh: inhibitors of M. tuberculosis UDP-galactopyranose mutase. AID 504406. purified UGM, fluorescence polarization probe displacement. inhibition, % at 10 µM. 320,000 tested, 0.06% active; in the data active = inhibition above about 10%, passing the limit was not always enough; inconclusive = no clear call, values can overlap the other calls
TcdB inh: TcdB glycohydrolase inhibition. TcdB glycohydrolase enzymatic assay, plate reader. AID 652162. inhibition, % at 9.99 µM. 350,000 tested, 0.24% active; in the data active = inhibition above about 10%
Y pestis TopoI: Y. pestis Topo-I inhibition via cleavage products; Y. pestis Topo-I cleavage product accumulation, plate reader; activity, % at 10 µM; 360,000 tested, 0.064% active; in the data active = activity above about 50%, passing the limit was not always enough; inconclusive = no clear call, values can overlap the other calls; also: inactives centre near 2
PfHsp40 rescue: rescue of PfHsp40-mediated yeast toxicity; 340,000 tested, 0.68% active; S. cerevisiae expressing PfHsp40, growth rescue, ATP luminescence; growth rescue, % at 12.5 µM; in the data active = growth rescue above about 28%, passing the limit was not always enough; inconclusive = no clear call, values can overlap the other calls;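 also: yeast W303a lacking pdr1 and pdr3 grown in galactose medium; growth measured after three days at 30 °C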
BH1578 lux ind: quorum light induction in luxS cqsA deficient V. cholerae; activation, % at 18.7 µM; V. cholerae BH1578 lux reporter, luminescence, 6 h; 350,000 tested, 0.16% active; AID 588436; in the data active = activation mostly above about 9.7%, no sharp cut-off; inconclusive = no clear call, values can overlap the other calls; inactive = mostly below about 3.7%; also: not every result past the cut was called active; inactives centre near 0; reference of the scale not given here
The depositor's hits bear a star; i = inactive; ? = inconclusive; / = not tested or not shown; & = joins results of further samples.

SMILES	BioA inh	GDH-TPI inh	FadD28 binding	Mtb FBA inh	UGM FP inh	TcdB inh	Y pestis TopoI	PfHsp40 rescue	BH1578 lux ind
COCCO[C@H]1CC[C@@]2(C)C(=CCC3C2CC[C@@]2(C)C3CC[C@]2(C)O)C1 (stereo partly specified)	-0.4	2.2	-1.3	5.6	-0.1	-4.3	11.2	-0.1	i
Cc1ccccc1-c1noc(-c2ccccc2F)n1	-0.5	-2.1	-4.9	-0.5	-0.1	5.4	2.9	1.6	-3.8
O=C1c2cccnc2C(O)N1Cc1ccco1 (stereo unspecified)	-1.7	1.2	-2.5	-1.1	0.4	/	2.5	2.6	-3.3
C[C@]12CCC3C(CC[C@H]4C[C@@H](O)CC[C@]34C)C1[C@H]1CN=N[C@H]1[C@@H]2O (stereo partly specified)	/	-2.3	2.9	4.4	-0.8	-1.8	-5.1	-1.3	i
COc1ccc(Nc2c(-c3ccc(OC)cc3)nc3cnccn23)cc1	46.0*	28.6	0.3	1.5	2.4	1.2	13.2	2.2	i
CN=c1scc(-c2ccc(Br)cc2)n1C	-0.5	7.8	-4.3	-1.2	-0.6	/	-7.1	0.0	0.0
CCSCc1nnc(SCC(=O)Nc2nc3ccccc3s2)n1C	-1.2	2.3	-1.5	-1.9	5.0	/	4.8	0.5	i
O=C(Nc1ccccc1N1CCOCC1)C1Cc2ccccc2CN1C(=O)c1ccco1 (stereo unspecified)	1.6	4.9	-0.1	3.1	-2.2	/	15.8	1.5	5.0
O=C(O)c1ccc(N=NN2CCCC2)cc1	/	24.3	-3.2	-1.9	2.8	0.3	3.4	/	-0.4
Cc1[nH]c2ccccc2c1/C=C(\C#N)C(=O)NC1CC1	-0.6	24.6	-2.0	0.9	-0.2	-0.8	1.1	-2.4	0.0
CCCC(=O)OCCNc1cc(Sc2nccn2C)c2nonc2c1[N+](=O)[O-]	/	1.9	-1.5	-6.8	-3.1	/	-1.3	-1.3	-0.3
FC(F)(F)c1cccc(CNC2c3ccccc3-c3ccccc32)c1	-1.3	-1.7	-1.5	0.8	1.4	0.3	21.9	0.3	i
Cc1ccc(C)c(NC(=O)C(Sc2nnc(-c3cccs3)o2)c2ccccc2)c1 (stereo unspecified)	/	8.4	-0.7	-1.6	0.4	/	-8.0	-1.1	-0.4
CC(Cn1cnc2ccccc21)C(=O)O (stereo unspecified)	-1.0	20.0	0.4	0.7	-1.0	0.7	-8.8	1.1	-13.8
c1ccc(CN2CCN(Cc3nnc(-c4ccccc4)o3)CC2)cc1	/	0.6	-4.2	-1.6	0.6	0.9	-11.6	0.2	i
CCOC(=O)c1sc(N)c(C#N)c1COC(=O)CNC(=O)c1ccccc1	2.4	11.4	-1.7	1.7	-2.0	/	-10.7	0.4	-0.3
COc1cccc(Oc2ccc(C(F)(F)F)cc2NC(=O)C2=COCCO2)c1	-0.7	5.9	-1.0	-0.6	-1.6	0.8	37.3	1.7	i
CCOC(=O)c1c(NC(=O)Cn2ccsc2=N)sc(C)c1C	/	5.1	-1.9	0.6	2.5	2.0	0.5	-1.4	-0.6
O=c1[nH]c(=S)[nH]c(O)c1CN1CCCCC1	0.3	3.3	-1.6	5.3	-2.2	/	-4.6	-2.2	-0.3
COc1cccc(C(c2nnnn2C2CCCC2)N2CCC3(CC2)C(=O)NCN3c2ccccc2)c1OC (stereo unspecified)	-0.4	/	-4.1	-3.9	/	-0.7	/	/	/
COC(=O)c1cn(NC(=O)c2ccc([N+](=O)[O-])cc2Cl)c(=O)c2ccccc12	-1.1	3.7	-1.2	-0.6	-1.1	0.8	-6.9	0.8	-0.4
Cc1ccc(-n2c(SCC(=O)N3CCN(c4ccccn4)CC3)nnc2N2CCCC2)cc1	0.7	0.3	-1.5	2.5	1.0	0.1	31.2	2.0	-1.4
CC(=O)c1cc(C#N)c(SCC(=O)OC(C)(C)C)nc1C	1.5	-5.6	0.4	8.7	2.3	/	-0.1	-0.2	1.7
COc1nc(Nc2ccccc2)nc(OC)n1	4.8	3.1	-2.2	1.2	-1.2	1.1	3.5	-0.3	-0.5

An excerpt of these results, with bars between the fields:
SMILES | BioA inh | GDH-TPI inh | FadD28 binding | Mtb FBA inh | UGM FP inh | TcdB inh | Y pestis TopoI | PfHsp40 rescue | BH1578 lux ind
Cc1ccc(-n2c(SCC(=O)N3CCN(c4ccccn4)CC3)nnc2N2CCCC2)cc1 | 0.7 | 0.3 | -1.5 | 2.5 | 1.0 | 0.1 | 31.2 | 2.0 | -1.4
O=c1[nH]c(=S)[nH]c(O)c1CN1CCCCC1 | 0.3 | 3.3 | -1.6 | 5.3 | -2.2 | / | -4.6 | -2.2 | -0.3
COC(=O)c1cn(NC(=O)c2ccc([N+](=O)[O-])cc2Cl)c(=O)c2ccccc12 | -1.1 | 3.7 | -1.2 | -0.6 | -1.1 | 0.8 | -6.9 | 0.8 | -0.4
COc1cccc(C(c2nnnn2C2CCCC2)N2CCC3(CC2)C(=O)NCN3c2ccccc2)c1OC (stereo unspecified) | -0.4 | / | -4.1 | -3.9 | / | -0.7 | / | / | /

Some of the entries so far, with values under each structure:
The line under a structure holds: BioA inh, GDH-TPI inh, FadD28 binding, Mtb FBA inh, UGM FP inh, TcdB inh, Y pestis TopoI, PfHsp40 rescue, BH1578 lux ind
> c1ccc(CN2CCN(Cc3nnc(-c4ccccc4)o3)CC2)cc1
    /, 0.6, -4.2, -1.6, 0.6, 0.9, -11.6, 0.2, i
> CCOC(=O)c1sc(N)c(C#N)c1COC(=O)CNC(=O)c1ccccc1
    2.4, 11.4, -1.7, 1.7, -2.0, /, -10.7, 0.4, -0.3
> COc1cccc(Oc2ccc(C(F)(F)F)cc2NC(=O)C2=COCCO2)c1
    -0.7, 5.9, -1.0, -0.6, -1.6, 0.8, 37.3, 1.7, i
> CCOC(=O)c1c(NC(=O)Cn2ccsc2=N)sc(C)c1C
    /, 5.1, -1.9, 0.6, 2.5, 2.0, 0.5, -1.4, -0.6
> O=c1[nH]c(=S)[nH]c(O)c1CN1CCCCC1
    0.3, 3.3, -1.6, 5.3, -2.2, /, -4.6, -2.2, -0.3
> COc1cccc(C(c2nnnn2C2CCCC2)N2CCC3(CC2)C(=O)NCN3c2ccccc2)c1OC (stereo unspecified)
    -0.4, /, -4.1, -3.9, /, -0.7, /, /, /

Remaining list, next part:
SMILES	BioA inh	GDH-TPI inh	FadD28 binding	Mtb FBA inh	UGM FP inh	TcdB inh	Y pestis TopoI	PfHsp40 rescue	BH1578 lux ind
Cc1cccc(NC(=O)c2cc([N+](=O)[O-])ccc2N2CCOCC2)c1C	-1.2	18.6	0.3	3.0	/	2.0	-11.3	/	1.2
Nc1c(C(=O)Nc2ccccc2F)sc2nc(-c3cccnc3)ccc12	5.9	12.3	-0.2	-0.1	1.0	0.3	6.3	1.3	-0.6
COc1cccc2c1OCC(C(=O)O)C2 (stereo unspecified)	2.1	3.2	-3.4	-8.6	0.6	0.9	-12.5	0.9	i
Cc1ccc(/C=C/C(=O)O)cc1S(=O)(=O)N1CCC(Cc2ccccc2)CC1	-0.9	5.3	-0.5	3.8	-1.4	0.7	2.1	-1.4	i
N#C/C(C(=O)Nc1ccc(Cl)cc1)=C(/S)Nc1ccccc1	-0.2	8.8	?	-7.6	-1.2	-0.3	1.2	2.7	-0.5
CCCS(=O)(=O)c1c(S(=O)(=O)CCC)c2c(C)cccn2c1C(=O)N/N=C/c1cc(O)cc(O)c1	3.1	25.3	-1.9	7.7	-1.0	1.7	-11.3	451.8*	-0.4
CC1CN(C(=O)COc2ccc3c(-c4ccccc4)cc(=O)oc3c2)CC(C)O1 (stereo unspecified)	5.8	2.9	-0.4	0.0	-1.2	0.6	7.0	-0.1	0.9
Cc1ccccc1C(=O)N1CCCN(C(=O)c2ccccc2C)CC1	-1.5	9.9	-0.5	-5.8	0.3	/	-4.0	-2.1	i
CCNc1nc(Oc2ccc(C(=O)OC)cc2)nc(SC)n1	-0.6	9.7	-1.9	-2.0	2.2	/	-7.9	3.1	i
O=S(=O)(c1ccccc1)N1CCC(n2cnc3ccccc32)CC1	1.9	8.8	-0.3	-2.2	-1.1	0.2	6.1	0.0	-0.6
Cc1oc(/C=N/NS(=O)(=O)c2ccccc2)cc1Br	-2.7	10.8	?	-1.1	1.5	/	4.9	-1.1	0.8
CC(C)(C)c1ccc(C(=O)O/N=C(\N)c2ccccn2)cc1	-1.0	-5.4	-2.9	-0.3	1.1	1.4	16.1	-0.1	-0.1
COc1ccc(CNC(=O)CN(Cc2ccccc2F)C(=O)c2csnn2)cc1	-1.3	0.4	-1.9	1.8	2.9	-1.0	6.3	-2.7	-4.0
COc1cccc(OCc2nc(-c3cccc([N+](=O)[O-])c3)no2)c1	/	-0.6	-0.7	-0.1	0.1	1.2	2.0	0.7	-0.2
O=C(NCCCN1CCCC1=O)c1ccc(S(=O)(=O)Nc2ccccc2F)cc1	0.6	-1.8	0.7	0.2	-0.9	1.9	6.5	-0.6	i
Cc1cc(Br)ccc1OCc1nc(-c2cccnc2)no1	0.8	0.0	-3.6	-0.3	-4.8	/	-6.3	-0.3	i
C[C@H](CO)N1C[C@H](C)[C@H](CN(C)C(=O)Nc2ccc(-c3cccs3)cc2)OCc2cnnn2CCCC1=O	0.1&-2.3	6.6	-0.8	3.4	/	3.0&3.7	27.6	/	-0.4
COc1ccc(-c2cc(C(=O)Nc3ccc(C)c(C)c3)no2)cc1	-0.9	8.9	-3.2	-1.5	-3.1	2.2	-4.9	-1.2	i
O=[N+]([O-])c1cccc(/C=N/Nc2nccnc2Cl)c1	/	37.2*	0.1	1.0	1.2	/	2.2	1.1	-2.1
COc1ccccc1NC(=S)NNC(=S)Nc1ccc(OC(F)F)cc1	/	5.9	0.3	-4.4	-2.1	/	-8.6	1.2	-0.5
CC(=O)Nc1ccc(-c2ccnc3c2CC(C)(C(=O)NCc2ccncc2)O3)cc1 (stereo unspecified)	2.8	8.0	-1.1	15.7	/	1.1	-2.6	/	-0.4
COC(=O)c1ccc(OC)c(OC)c1Cl	/	-12.8	-3.6	1.1	-1.8	1.9	-1.1	0.3	-0.9
O=C1CSC(=S)N1N=Cc1cccc(OCc2ccccc2)c1	-1.0	15.9	-1.6	-2.0	/	0.3	1.9	/	-4.5
O=C(CSc1n[nH]c(=O)n1Cc1ccccc1)Nc1ccc(N2CCOCC2)cc1	-1.3	-12.4	-2.3	-0.5	/	-5.1	-9.1	0.1	-0.3
CCOc1ccc(CN2C(=O)CC(=O)N(S(=O)(=O)c3ccc(OCC)cc3)C2=O)cc1	-2.3	1.3	-0.1	2.9	1.5	3.1	-2.5	-0.5	0.4
COc1ccccc1OCc1ccc(C(=O)N/N=C/c2ccco2)cc1	-1.5	5.6	-2.2	2.3	0.9	-0.9	-1.1	0.7	-0.2
Cc1ccc(-c2noc(CN3CCOCC3)n2)cc1	/	3.7	-2.1	-1.1	-1.5	/	-7.7	-1.6	i
CCC1CCCCN1CCCNC(=O)CN1C(=O)CSc2ccc(S(=O)(=O)N3CCOCC3)cc21 (stereo unspecified)	-0.3	6.3	0.0	1.3	0.7	0.8	-1.6	0.2	-7.3

Structural class, those above with a CF3 group.
SMILES	BioA inh	GDH-TPI inh	FadD28 binding	Mtb FBA inh	UGM FP inh	TcdB inh	Y pestis TopoI	PfHsp40 rescue	BH1578 lux ind
FC(F)(F)c1cccc(CNC2c3ccccc3-c3ccccc32)c1	-1.3	-1.7	-1.5	0.8	1.4	0.3	21.9	0.3	i
COc1cccc(Oc2ccc(C(F)(F)F)cc2NC(=O)C2=COCCO2)c1	-0.7	5.9	-1.0	-0.6	-1.6	0.8	37.3	1.7	i
